HDAC3 inhib: HDAC3 deacetylase inhibitors, primary screen, biochemical, fluorescence, cell-free homogeneous | Histone deacetylase 3 (Homo sapiens), O15379 | inhibition, % at 8.3 µM | 320,000 tested, 0.15% active | recombinant HDAC3, fluorogenic peptide/trypsin coupled; in the data active = inhibition above about 26%, passing the limit was not always enough; inconclusive = no clear call, values can overlap the other calls
Dyrk1A ADPGlo: rat Dyrk1A kinase inhibitors, primary screen, biochemical, single point, plate reader; ADP-Glo luminescence, NFATc1 peptide; Dual specificity tyrosine-phosphorylation-regulated kinase 1A (Rattus norvegicus), Q63470; 310,000 tested, 0.43% active; inhibition, % at 12.5 µM; in the data active = inhibition above about 50%;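 note: plate controls were vehicle with enzyme for no effect and no enzyme for full effect; many of its hits are not listed in these tables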
TRPC4 potent: positive allosteric modulators of TRPC4, primary screen, cell-based, mouse TRPC4beta, HEK293 mu-opioid, Fluo-4 calcium | B-score at 10 µM | DAMGO EC20, Fluo-4 Ca2+ flux; stronger effect = higher value | 310,000 tested, 0.42% active | AID 2227, 2009 | Short transient receptor potential channel 4 (Mus musculus), Q9QUQ5;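 active = B-score of calcium response area above 5 SD of library B-scores, with initial fluorescence ratio within 5 SD of library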;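 note: B-score of integrated fluorescence ratio over time as area under calcium response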
KCNK3 block: human KCNK3 channel inhibitors, primary screen, CHO cells, FluxOR thallium flux, B-score. Potassium channel subfamily K member 3 (Homo sapiens), O14649. FluxOR fluorescence; stronger effect = lower value. B-score at 10 µM. 340,000 tested, 0.84% active. AID 602410, 2012;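 active = B-score under library mean minus 4 SD, starting fluorescence ratio at most library mean plus 5 SD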;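 note: more negative B-score means stronger inhibition of thallium flux through KCNK3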
Target sequence (O14649 whole entry, looked up): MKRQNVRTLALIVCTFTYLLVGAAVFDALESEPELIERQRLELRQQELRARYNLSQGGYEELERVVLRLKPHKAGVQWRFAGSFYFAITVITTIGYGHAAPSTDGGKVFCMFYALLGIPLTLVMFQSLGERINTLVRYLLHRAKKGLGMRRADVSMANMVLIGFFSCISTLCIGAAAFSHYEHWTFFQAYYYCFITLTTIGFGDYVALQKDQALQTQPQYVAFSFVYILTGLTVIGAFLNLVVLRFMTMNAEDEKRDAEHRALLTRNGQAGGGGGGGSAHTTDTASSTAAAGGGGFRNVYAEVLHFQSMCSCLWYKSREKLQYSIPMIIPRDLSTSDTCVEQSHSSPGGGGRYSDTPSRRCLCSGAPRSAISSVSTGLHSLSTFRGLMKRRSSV
TMEM16A act: TMEM16A chloride channel activators or potentiators, primary screen, cell-based, HTS. Anoctamin-1 (Mus musculus), Q8BHY3. HEK293 TMEM16A/YFP-H148Q/I152L, iodide quench fluorescence; stronger effect = lower value. AID 623877, 2012. 340,000 tested, 0.3% active. B-score at 10 µM;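 active = fluorescence-ratio B-score plate-corrected deviation score at least 3 library SD below zero, with starting fluorescence score within 5 deviations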;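 note: channel opened by trigger with iodide after compound preincubation; score built on the fluorescence ratio of max minus min over baseline; more negative score means more quench and so TMEM16A activation or potentiation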
KCNK9 inh: KCNK9 potassium channel inhibitors, primary screen, HEK293 cells, thallium flux. Potassium channel subfamily K member 9 (Homo sapiens), Q9NPC2. FluxOR thallium flux fluorescence; stronger effect = lower value. B-score at 10 µM. 310,000 tested, 1.2% active;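 active = ratio B-score over 3 SD below the library mean, with starting fluorescence within 5 SD of its mean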;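 note: negative B-score means less thallium flux so channel inhibition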
Target sequence (Q9NPC2 whole entry, looked up): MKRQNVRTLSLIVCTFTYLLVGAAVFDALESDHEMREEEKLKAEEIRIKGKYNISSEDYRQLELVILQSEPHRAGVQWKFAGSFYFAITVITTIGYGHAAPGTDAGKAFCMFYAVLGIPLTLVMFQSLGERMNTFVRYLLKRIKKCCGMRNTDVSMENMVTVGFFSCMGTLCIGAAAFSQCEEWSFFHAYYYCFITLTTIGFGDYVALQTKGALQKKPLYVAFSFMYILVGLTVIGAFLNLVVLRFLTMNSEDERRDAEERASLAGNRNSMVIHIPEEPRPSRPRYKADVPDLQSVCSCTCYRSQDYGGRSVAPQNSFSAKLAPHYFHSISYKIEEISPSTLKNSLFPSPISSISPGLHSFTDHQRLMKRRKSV
TRPC4 agonist: activators of mouse TRPC4 channel, primary screen, Fluo4 calcium, HEK293 TRPC4beta/mu-opioid cells | Fluo4 calcium fluorescence; stronger effect = higher value | B-score at 10 µM | 310,000 tested, 0.49% active;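 active = B-score above 5 SD of library B-scores, and initial fluorescence ratio not above library mean plus 5 SD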;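 note: positive B-score marks a calcium rise read as TRPC4 activation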
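Assay system: HEK293 cells stably co-expressing mouse TRPC4beta and mu-opioid receptor / Timing: Fluo4 dye loading 45 min at room temperature, 110 s recording / Signal: Fluo4 calcium-sensitive dye fluorescence, kinetic, 1 Hz baseline / Read-out: integrated baseline-normalised fluorescence ratio, converted to per-well B score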
KCNQ1 block: inhibitors of human KCNQ1 channel, primary screen, cell-based, thallium flux, high-throughput | Potassium voltage-gated channel subfamily KQT member 1 (Homo sapiens), P51787 | 310,000 tested, 1.3% active | CHO-K1 KCNQ1, FluxOR thallium flux fluorescence; stronger effect = higher value | B-score at 10 µM;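 active = compounds whose thallium flux B-score, printed positive for inhibition, exceeds three library SD while starting fluorescence stays within three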;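 note: channel opened by potassium depolarization with thallium stimulus after 20 min compound exposure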
KCNQ1 pot: potentiators or activators of KCNQ1 channel, primary screen, cell-based, thallium flux, high-throughput; CHO-K1 KCNQ1, thallium flux FluxOR fluorescence; stronger effect = higher value; B-score at 10 µM; 310,000 tested, 0.35% active;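 active = fluorescence ratio B-score, a plate-corrected score, at least three library SD, with initial intensity B-score within 5 SD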
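assay system = CHO-K1 cells stably expressing KCNQ1 | medium = assay buffer, equal DMSO in all wells | timing = 37 °C overnight plating, 90-min dark dye load, 20-min compound pretreatment | measured by = kinetic FluxOR thallium fluorescence, 10-s 1-Hz baseline, 110-s post-stimulus read | measure = fluorescence change relative to baseline, converted to B score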
hERG protect: hERG rescue from dofetilide block, primary screen, cell-based, CHO-hERG, FluxOR thallium flux, dofetilide IC70. dofetilide IC70 present. activation (rescue from dofetilide block), less the hit threshold, % at 10 µM. 310,000 tested, 0.51% active. AID 1511, 2009;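 active = activation above the mean of controls blocked by dofetilide plus 5 SD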;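 note: thallium influx through hERG after potassium depolarization seen as dye fluorescence rise; in these data hits start at about 4.7%; inactives centre near -7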
ANO1 block: TMEM16A chloride channel inhibitors, primary screen, cell-based, HTS; normalized B-score (activity score, 25-100; higher = stronger inhibition) at 10 µM; 310,000 tested, 1.2% active; AID 588511, 2011; HEK293 TMEM16A/YFP iodide influx fluorescence, ionomycin; Anoctamin-1 (Mus musculus), Q8BHY3;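 active = ratio plate-corrected score three or more library SD toward inhibition, starting fluorescence score within five deviations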;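 note: score derived from kinetic fluorescence span divided by baseline fluorescence per well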
* = called active by the depositor; i = inactive; u = inconclusive; x = no result given.

The line under a structure holds: HDAC3 inhib	Dyrk1A ADPGlo	TRPC4 potent	KCNK3 block	TMEM16A act	KCNK9 inh	TRPC4 agonist	KCNQ1 block	KCNQ1 pot	hERG protect	ANO1 block
CCN(CC)C(=O)c1ccc(NC(=O)c2sccc2-c2ccccc2)cc1
→ 1	-2	i	i	i	i	i	i	i	-13	i
CC(C)CCn1c(N)c(C(=O)OCC2CCCO2)c2nc3ccccc3nc21 (centres undefined)
→ -51	9	i	i	i	i	i	i	i	-14	i
CSCCC(N=Cc1c(O)n(-c2ccc(F)cc2)c(=O)[nH]c1=O)C(=O)OC(C)(C)C (centres undefined)
→ 1	-6	i	i	i	i	i	i	i	-10	i
FC(F)(F)c1ccccc1N1CC1c1ccncc1 (centres undefined)
→ 4	2	i	i	i	i	i	i	i	-2	i
Cc1ccc(S(=O)(=O)N2CCCCC2)cc1NC(=O)CN1CC=C(c2ccccc2)CC1
→ 8	4	i	i	i	i	i	i	i	-10	i
C=CCn1c(=O)c(C=Nc2cccc([N+](=O)[O-])c2)c(O)n(CCCC)c1=O
→ -7	-4	i	i	i	i	i	i	i	3	i
CCc1ccc(CNCCc2c[nH]c3ccccc23)cc1
→ 1	6	i	i	i	i	i	i	i	-10	i
COc1ccc(N2C(=O)NC(=O)/C(=C\c3cn(C)c4ccccc34)C2=O)cc1
→ -2	11	i	i	i	i	i	i	i	-22	i
O=c1[nH]c(=O)n(Cc2ccccc2)c(O)c1C=NCCN1CCOCC1
→ 3	-2	i	i	i	i	i	i	i	0	i
CN1CCN(S(=O)(=O)c2cnc(Cl)c(Br)c2)CC1
→ -2	-2	i	i	i	i	i	i	i	-8	i
O=[N+]([O-])c1ccc(N2CCNCC2)c(Cl)c1
→ 3	3	20*	i	i	i	48*	i	i	-11	i
CC(C)(C)[C@]1(O)C[C@@H]2OC(=O)C[C@@]23C(=O)O[C@@H]2OC(=O)[C@H](O)[C@]213
→ 1	-16	i	i	i	i	i	i	i	-10	i
COc1ccc(C(C)=O)cc1Cc1c(O)[nH]c(=S)[nH]c1=O
→ u	-4	i	i	i	i	i	i	i	-5	i
CCCN1CCCC(C(=O)c2cc(C)c(OC)c(C)c2)C1 (centres undefined)
→ 1	-1	i	i	i	i	i	i	i	3	i
CC(C)(C)n1cc(C(=O)c2ccccc2)cc1-c1ccccc1
→ x	-3	i	i	i	i	i	i	i	0	i
CC(C(O)c1ccccc1)N(C)CCn1cnc2c1c(=O)n(C)c(=O)n2C (centres undefined)
→ 2	x	i	i	i	i	i	i	i	-1	i
Cc1ccc(OP(=O)(NCc2ccccc2)Oc2ccc(C)cc2)cc1
→ -1	0	i	i	i	i	i	i	i	-4	i
C/C=C1\CN2[C@H]3C[C@@]45c6ccccc6N(C)[C@H]4[C@@H]2CC1C3[C@H]5O (some centres undefined)
→ -3	0	i	i	i	i	i	i	i	-8	i
O=c1[nH]c(=O)n(Cc2ccccc2Cl)c(O)c1/C=C1/C=CC=N1
→ 2	-2	i	i	i	i	i	i	i	-10	i
Cc1ccc(Cn2cc(C=O)c3ccccc32)cc1
→ 7	7	i	i	i	i	i	i	i	-6	i
CN1C(=O)C(c2ccc([N+](=O)[O-])cc2[N+](=O)[O-])C(=O)N(C)C1=O
→ 0	3	i	i	i	i	i	i	i	-8	i
Cc1ccc(S(=O)(=O)CC(C)(O)C(=O)Nc2cccc(C(F)(F)F)c2)cc1 (centres undefined)
→ 5	-4	i	i	i	i	i	i	i	-9	i
CC1CCN(CC(=O)c2ccc3c(c2)OCCO3)CC1
→ -4	x	i	i	i	i	i	i	i	-4	i
O=C(O)C1=CC2c3ccccc3C1c1ccccc12
→ 6	12	i	i	i	i	i	i	i	-9	i
COc1ccc(CNCCc2cccc(F)c2)c2ccccc12
→ 0	x	i	x	x	i	57*	i	i	-11	i
Cn1c(O)c(C=NCCN2CCN(C(=O)c3ccccc3)CC2)c(=O)n(C)c1=O
→ 5	0	i	i	i	i	i	i	i	-2	i
CCCCNC(=S)N1CCn2cccc2C1c1cccnc1 (centres undefined)
→ 3	x	i	i	i	i	i	i	i	-10	i
CC1C(OC(=O)CCC(=O)NC(C)(C)CO)O[C@H]2OC3(C)CC[C@H]4[C@H](C)CCC1C24OO3 (some centres undefined)
→ -5	-6	i	i	i	i	i	i	i	-7	i
CSCCC(NC(=O)CCC(=O)OC1CC[C@H]2[C@@H]3CC[C@H]4CC(=O)CC[C@]4(C)[C@H]3CC[C@]12C)C(=O)O (some centres undefined)
→ 0	1	i	i	i	i	i	i	i	-7	i
O=c1c2ccccc2nc(/C=C/c2ccco2)n1-c1ccccc1O
→ 7	10	i	i	i	i	i	i	i	-14	i
CCOc1ccc(-n2c(O)c(N=Nc3c(C)n(C)n(-c4ccccc4)c3=O)c(=O)[nH]c2=O)cc1
→ 4	5	i	i	i	i	i	i	i	-8	i
CC(C)=CCOc1c2occc2cc2ccc(=O)oc12
→ -8	12	i	i	i	i	i	i	i	-9	i
CCOC(=O)c1nc2ccccc2c(=O)n1-c1ccc(C)cc1C
→ -5	-1	i	i	i	i	i	i	i	-12	i
CN1CCN(c2ncnc3ccc(Br)cc23)CC1
→ 6	5	i	i	i	i	i	i	i	-6	i
CCCSc1nc(O)c(CC)c(=O)n1C(C)CC (centres undefined)
→ 0	6	i	i	i	i	i	i	i	-9	i
CN1CCC(N(C)c2ccc(C(N)=O)cc2[N+](=O)[O-])CC1
→ -6	-2	i	i	i	i	i	i	i	-1	i
O=C(O)c1ccc(-[n+]2c(-c3ccccc3)cc(-c3ccccc3)cc2-c2ccccc2)cc1
→ 0	-3	i	i	i	i	i	i	i	-2	i
OCC[N+]12CCC(CC1)C(C(O)(c1ccccc1)c1ccccc1)C2 (centres undefined)
→ 1	28	i	i	i	i	i	i	i	-7	i
CCCCCn1c(=O)c(C(=O)Nc2c(C)n(C)n(-c3ccccc3)c2=O)c(O)c2ccccc21
→ 0	0	i	i	i	i	i	i	i	-5	i
O=C1/C(=C\c2ccc(Cl)cc2Cl)N2CCC1CC2
→ 2	x	i	i	i	i	i	i	i	-12	i
N=C1c2ccccc2CN1NC(=O)c1ccc(Br)o1
→ 0	-3	i	i	i	i	i	i	i	-5	i
COc1ccc(CCn2c(O)c(C=Nc3ccccc3F)c(=O)[nH]c2=O)cc1OC
→ 3	x	i	i	i	i	i	i	i	-8	i
N#CC1(c2ccccc2)CCN(C2CC(=O)N(c3ccc4c(c3)OCO4)C2=O)CC1 (centres undefined)
→ 5	1	i	i	i	i	i	i	i	-12	i
O=C(Nc1ccc2ccccc2c1)N1C[C@H]2C[C@@H](C1)c1cccc(=O)n1C2
→ 0	-4	i	i	i	i	i	i	i	-6	i
CCOc1ccc2[nH]c(=O)c(CN(CCO)C3(c4nnnn4C4CCCCC4)CCCCC3)cc2c1
→ 3	5	i	i	i	i	i	i	i	-3	i
CN(C)c1ccc(/C=C2\C(=O)NC(=O)N(CCc3ccc(F)cc3)C2=O)cc1
→ 7	x	i	i	i	i	i	i	i	-11	i
CC(=O)N1CN2CN(C(C)=O)CC(C(=O)c3ccc([N+](=O)[O-])cc3)(C2)C1
→ -10	-10	i	i	i	i	i	i	i	-10	i
O=P1(Nc2cccnc2)COc2ccccc2OC1
→ -7	1	i	i	i	i	i	i	i	-11	i
O=C(NCc1cccnc1)C(Cl)(Cl)Cl
→ -6	-1	i	i	i	i	i	i	i	-4	i
CNP(=S)(NC)OCCOc1ccc(OC)cc1
→ 0	-11	i	i	i	i	i	i	i	-5	i
COc1ccc(Cl)cc1NC1=NCC(C)S1 (centres undefined)
→ -3	4	i	i	i	i	i	i	i	-2	i
Cc1ccc(C(=O)Nc2ccc(Cl)cc2C(=O)c2ccccc2)cc1
→ 6	-13	i	i	i	i	i	i	i	-12	i
CCOP(=O)(OCC)C(C)(C)NC(=O)C(Cl)(Cl)Cl
→ -9	-2	i	i	i	i	i	i	i	-8	i
O=C(O)c1cccc(N=Nc2c(O)[nH]c(=O)[nH]c2=O)c1
→ x	7	i	i	i	i	i	i	i	-3	i
CN1CCN(c2ccc(C=O)cc2)CC1
→ 6	2	i	i	i	i	i	i	i	-10	i
COc1ccc(-n2nc(C(=O)NCC(=O)N3CCC4(CC3)OCCO4)c3ccccc3c2=O)cc1OC
→ -4	-3	i	i	i	i	i	i	i	-5	i
CN1C(=O)C(Cc2cccc3ccccc23)C(=O)N(C)C1=O
→ 1	7	i	i	i	i	i	i	i	-19	i
COc1ccc(Cn2c(O)c(/C=N/NC(=O)c3ccccc3)c(=O)[nH]c2=O)cc1
→ 6	-2	i	i	i	i	i	7*	i	-16	i
Cc1c(N=Cc2c(O)n(CCc3ccc(F)cc3)c(=O)[nH]c2=O)c(=O)n(-c2ccccc2)n1C
→ 1	-4	i	i	i	i	i	i	i	1	i
N[C@@H](Cn1oc(=O)[nH]c1=O)C(=O)O
→ -1	8	i	i	i	i	i	i	i	-7	i

Further structures:
The line under a structure holds: HDAC3 inhib	Dyrk1A ADPGlo	TRPC4 potent	KCNK3 block	TMEM16A act	KCNK9 inh	TRPC4 agonist	KCNQ1 block	KCNQ1 pot	hERG protect	ANO1 block
COc1ccc(C=C2C(=O)N(C)C(=O)N(C)C2=O)cc1COc1ccc(NC(C)=O)cc1
→ 2	-3	i	i	i	i	i	i	i	-3	i
O=P(Oc1ccccc1)(Oc1ccccc1)c1ccccc1
→ 4	-4	i	i	i	i	i	i	i	-8	i
CCOC(=O)C1(CCOc2ccccc2)CCN(C2Cc3ccccc3C2)CC1
→ 7	3	i	i	i	i	i	i	i	-5	i
CCc1nc2ccccc2c(=O)n1-c1ccccc1[N+](=O)[O-]
→ 0	25	i	i	i	i	i	i	i	-2	i
Cc1c2cnn(CC(=O)N3CCC4(CC3)OCCO4)c(=O)c2c(C)n1Cc1ccccc1F
→ -10	4	i	i	i	i	i	i	i	-8	i

Some of the compounds tested; rates above refer to the full screens.
